High-throughput results (PubChem)
PLCb3 inh = PLC-beta3 (human) inhibition, primary screen. Q01970. Purified PLC-beta3, fluorogenic substrate, fluorescence. inhibition, % at 12.2 µM. hit rate 0.18% among 370,000; in the data active = inhibition above about 11%;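 also: 0% = median of compound wells on plate and 100% = full blocker control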
Target sequence (Q01970 whole entry, looked up): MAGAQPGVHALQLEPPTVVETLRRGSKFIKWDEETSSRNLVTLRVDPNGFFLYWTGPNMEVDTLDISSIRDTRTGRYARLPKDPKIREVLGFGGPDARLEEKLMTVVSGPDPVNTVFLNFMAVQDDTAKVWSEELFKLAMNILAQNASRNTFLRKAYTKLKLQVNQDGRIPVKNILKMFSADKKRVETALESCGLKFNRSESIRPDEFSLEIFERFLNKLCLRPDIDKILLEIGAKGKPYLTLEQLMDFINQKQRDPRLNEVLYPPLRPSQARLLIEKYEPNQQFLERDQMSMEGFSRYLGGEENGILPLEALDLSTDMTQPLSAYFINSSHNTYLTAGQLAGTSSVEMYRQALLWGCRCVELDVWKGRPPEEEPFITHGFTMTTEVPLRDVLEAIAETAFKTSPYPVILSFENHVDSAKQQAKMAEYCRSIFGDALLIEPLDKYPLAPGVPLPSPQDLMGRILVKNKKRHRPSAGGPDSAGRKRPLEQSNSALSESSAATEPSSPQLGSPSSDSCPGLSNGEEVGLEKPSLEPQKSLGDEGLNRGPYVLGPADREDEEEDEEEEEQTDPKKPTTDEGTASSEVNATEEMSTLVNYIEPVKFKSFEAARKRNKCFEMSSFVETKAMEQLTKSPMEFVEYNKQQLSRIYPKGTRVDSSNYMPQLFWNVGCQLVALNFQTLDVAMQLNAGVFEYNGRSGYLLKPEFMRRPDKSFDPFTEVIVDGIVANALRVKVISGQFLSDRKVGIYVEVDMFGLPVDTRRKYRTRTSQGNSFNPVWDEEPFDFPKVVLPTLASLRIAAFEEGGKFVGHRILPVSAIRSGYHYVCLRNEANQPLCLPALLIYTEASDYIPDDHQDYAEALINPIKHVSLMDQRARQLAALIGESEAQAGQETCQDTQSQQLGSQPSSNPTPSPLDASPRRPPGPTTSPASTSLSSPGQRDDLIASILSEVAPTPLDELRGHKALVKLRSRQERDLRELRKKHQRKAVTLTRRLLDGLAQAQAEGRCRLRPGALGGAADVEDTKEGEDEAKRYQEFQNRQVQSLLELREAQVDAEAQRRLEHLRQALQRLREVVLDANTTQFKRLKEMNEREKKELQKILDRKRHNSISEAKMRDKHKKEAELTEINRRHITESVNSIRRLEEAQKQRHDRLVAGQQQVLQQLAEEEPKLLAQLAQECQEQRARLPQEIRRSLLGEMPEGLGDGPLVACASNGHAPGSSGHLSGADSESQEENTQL
PLCg1 inh = PLC-gamma1 (human) inhibition, primary screen. P19174. purified PLC-gamma1, fluorogenic substrate, fluorescence. inhibition, % at 12.2 µM. hit rate 0.84% among 370,000. AID 720700; in the data active = inhibition above about 9.5%
SMARCA2 activ = activators of SMARCA2 function; activation, % at 9.1 µM; MG213 cells, MMTV-luciferase reporter, dexamethasone, overnight; hit rate 1% among 370,000; in the data active = activation above about 7.8%;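 also: 0% = vehicle wells and 100% = reference activator wells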
ssDAF-12 act = activators of S. stercoralis DAF-12 nuclear receptor; HEK293 ssDAF-12/GRIP1 lit1-tk-luc reporter, luminescence; % of 3 µM dafachronic acid response; activation, % at 6.8 µM; hit rate 1% among 370,000;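 active = activation above the mean over all tested compounds plus 3 SD, cut at about 0.9% in these data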;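 also: 0% = DMSO-only wells and 100% = 3 µM delta7-dafachronic acid wells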
Rev-erbA mod = modulates human Rev-erb alpha binding to DNA | P20393 | activity, % at 10 µM | AID 1259318 | hit rate 0.79% among 370,000 | Rev-erbα–FITC-DNA binding, fluorescence polarization, 90 min;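 active = activity above about 14%, limit read from the data; passing the limit was not always enough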;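 also: 0% = DMSO wells with 35 nM protein and 100% = DMSO wells with 750 nM protein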
ADAM17 inh = ADAM17 inhibition, QFRET primary screen. recombinant ADAM17, EDANS/DABCYL FRET peptide cleavage. P78536. inhibition, % at 6.95 µM. hit rate 0.83% among 370,000;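 active = inhibition above the mean of compounds lying between control limits plus 3 SD, set per campaign, cut at about 8.5% in these data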;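 also: 0% = DMSO-only wells as the low control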
hcDAF12 agonist = H. contortus DAF-12 activation, primary screen; HEK293 hcDAF-12 lit1-tk-luc reporter, luminescence; 0% DMSO, 100% Δ7-dafachronic acid; activation, % at 6.8 µM; hit rate 1.4% among 370,000; AID 652067;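 active = activation above the mean of all tested compounds plus 3 SD, cut at about 5.5% in these data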;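 also: 100% = response to 3 µM Δ7-dafachronic acid high control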
hgDAF12 agonist = hgDAF-12 agonism, primary luciferase screen; hit rate 1.8% among 370,000; HEK293 GAL4-hgDAF12 UAS-luciferase reporter, agonist luminescence; normalized to butyrate control; activation, % at 6.8 µM;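 active = activation above a cutoff set at the mean of all screened compounds plus 3 SD, cut at about 10% in these data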;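 also: 0% = DMSO wells and 100% = sodium butyrate wells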
MBD2 inh = inhibitors of human MBD2 binding to methylated oligonucleotide; Q9UBB5; TR-FRET; inhibition, % at 4.4 µM; hit rate 0.31% among 370,000; AID 686964; in the data active = inhibition above about 13%
DAX1 inh-1 = inhibits human nuclear receptor DAX1; inhibition, % at 6.75 µM; HEK293 Gal4-DAX1 luciferase reporter, luminescence; hit rate 0.99% among 340,000; AID 504766; P51843;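 active = inhibition above the mean over all tested compounds plus 3 SD, cut at about 4.2% in these data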;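 also: 0% = DAX1-transfected cells with DMSO and 100% = empty-vector control cells with DMSO; inhibition shows as a rise in luminescence from relieved DAX1 repression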
DAX1 inh-2 = DAX1 (NR0B1) inhibition, primary screen; HEK293T StAR-luciferase reporter, SF-1/DAX-1 repression relief; inhibition, % at 6.8 µM; hit rate 1.1% among 370,000; AID 652010;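 active = inhibition above the mean over all tested compounds plus 3 SD, cut at about 3.6% in these data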;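 also: 0% = DAX-1 cells with DMSO and 100% = cells lacking DAX-1 with DMSO; higher inhibition means more luminescence from relief of DAX-1 repression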
Starred values were filed as active, the others as inactive; · = not tested or not shown.

SMILES	PLCb3 inh	PLCg1 inh	SMARCA2 activ	ssDAF-12 act	Rev-erbA mod	ADAM17 inh	hcDAF12 agonist	hgDAF12 agonist	MBD2 inh	DAX1 inh-1	DAX1 inh-2
COc1cc(OC)cc(C(=O)NC(C(=O)NCCN(C)C)C23CC4CC(CC(C4)C2)C3)c1 (stereo unspecified)	-1.1	-0.8	-2.0	-0.6	-3.7	-0.9	-2.2	1.2	-8.1	-0.4	-0.6
CCc1ccc(NC(=O)/C(C#N)=C/c2cn(CC(=O)O)c3ccccc23)cc1	-14.9	-11.7	-0.9	-0.6	-0.2	-5.8	0.3	-0.4	-1.4	0.3	0.4
CC(=O)NC(Cc1ccc(F)cc1)C(=O)NC1CCN(S(=O)(=O)c2ccccc2)CC1 (stereo unspecified)	-4.4	-1.7	-2.9	-1.1	-3.0	-2.4	-0.7	-1.4	-2.4	-1.6	0.2
CCc1noc(C)c1C(=O)OC(C)C(=O)NCc1ccc(OC)cc1 (stereo unspecified)	-3.9	4.4	1.5	-0.5	-2.7	-5.2	-0.4	-1.6	-0.3	1.8	0.9
Cc1ccc(S(=O)(=O)N2CCN(C)CC2)cc1C(=O)NC1CCCCC1	-6.2	0.0	-1.3	-0.9	-6.0	-4.1	-1.0	-0.2	4.3	0.2	0.0
O=C1COc2ccc(S(=O)(=O)N3CCN(c4cccc(C(F)(F)F)c4)CC3)cc2N1	-5.8	-0.9	0.2	-1.0	0.4	-0.1	-2.8	0.2	-1.0	0.1	-0.2
Cc1onc(-c2ccccc2)c1C(=O)NC(=S)NNC(=O)c1ccc(O)cc1O	-0.2	-1.6	-6.5	-1.6	6.2	7.0	-3.2	-8.6	-3.2	-2.9	-3.0
CCN(c1ccc2c(c1)OCO2)S(=O)(=O)c1cc(Br)cc2c1N(C(C)=O)CC2	-6.0	-0.7	-2.5	-1.7	-2.9	-3.0	-2.9	0.2	5.2	-0.5	-0.3
Cc1cccc(C#CC2=CC(=O)CC(C)(C)C2)c1	-1.7	-3.1	0.0	-1.4	-4.5	-4.8	-0.2	0.8	6.5	1.2	-0.3
N#Cc1cccc(Oc2ccc(S(=O)(=O)N3CCCC3)cn2)c1	-5.3	5.6	1.2	-1.1	-8.1	-1.6	-1.4	-0.1	3.8	-0.4	-0.6
COC(=O)C1CCN(C(=O)C2CC(=O)N(c3ccc(OC)cc3)C2c2ccc(OC)cc2)CC1 (stereo unspecified)	-3.7	-0.8	-0.1	-1.2	-6.3	0.2	-2.9	0.1	1.5	·	0.4
NCCCCc1ccc2ccc3cccc4ccc1c2c34	-202.1	-173.6	-1.4	-0.3	-0.2	-71.6	-0.9	0.0	-1.9	0.2	-0.3
CCN1CCN(c2c(Cl)cccc2NC(=O)c2ccc(Br)o2)CC1	1.7	1.2	-0.6	-1.5	3.4	-3.4	-2.3	1.9	3.2	-0.4	-0.7
COc1ccc(NC(=O)Nc2ccc3c(c2)C(=O)N([C@H](C)CO)C[C@H](C)[C@@H](CN(C)C(=O)Nc2ccc(C(F)(F)F)cc2)O3)cc1	6.0	5.8	-1.2	-1.0	0.8	15.5*	-1.4	-1.8	-4.2	-0.3	-0.2
CC(C)N1CCN(Cc2ccc(C#CC(C)(C)O)cc2)CC1CCO (stereo unspecified)	-4.5	0.3	-1.1	-1.1	0.8	-3.3	1.1	-0.7	1.3	1.7	-0.3
COC(=O)c1c(-c2ccc(OC)cc2)oc2ccc(-c3cc(OC)c(OC)c(OC)c3)cc12	-90.9	-68.9	1.8	-0.8	15.6	-18.9	-1.1	2.5	-1.3	-1.3	-0.1
Cc1c(Cl)cnc(NC(=O)COC(=O)C2CC3CCCC(C2)C3=O)c1Cl (stereo unspecified)	-8.0	-2.2	-2.1	-1.2	-0.6	-2.3	1.2	0.1	1.3	0.4	0.5
C=CCn1nc2ccccc2c1OC	-1.9	-1.4	0.1	0.8	-1.7	-5.1	4.8	1.7	-2.5	-1.0	0.0
O=C(COC(=O)CC1CC2CCC1C2)Nc1ccccc1[N+](=O)[O-] (stereo unspecified)	-2.8	3.1	6.7	0.2	1.5	1.6	2.5	1.1	6.3	0.6	-1.2
CCOc1ccc(-c2cc(C(=O)NCCOC)[nH]n2)c(C)c1	-0.2	-1.8	7.2	-0.3	-2.9	-2.5	1.3	3.7	0.5	·	0.6
O=C1CCCc2ccccc2N1Cc1ccc(F)cc1	-3.6	-0.4	-3.1	-1.0	·	-6.3	-2.1	0.9	5.5	-1.5	0.5
COc1ccc(C2(c3ccc(OC)cc3)NC(=O)N(CC(=O)Nc3ccc(C(N)=O)cc3)C2=O)cc1	-4.8	1.5	-0.1	-0.3	5.5	4.9	-1.2	2.1	9.9	-0.9	-0.1
CC(C)[C@@H](NC(=O)OC(C)(C)C)C(=O)NCC1CCC(C(=O)N[C@@H](Cc2ccccc2)C(=O)O)CC1 (stereo partly specified)	-1.7	2.0	-0.8	-1.2	-0.4	-6.4	-0.3	2.4	7.0	0.5	0.2
CC1CCCC(NC(=O)COC(=O)c2ccccc2C(=O)N(C)C2CCCCC2)C1C (stereo unspecified)	3.6	2.1	-0.3	-0.3	5.6	0.8	0.0	1.3	-0.9	-0.7	-0.6
COc1cc(C)c(C)cc1S(=O)(=O)N1CCN(Cc2ccc3c(c2)OCO3)CC1	10.8*	10.2*	-2.1	-1.3	-0.2	8.8*	-2.3	0.2	-4.5	0.6	0.1
Cc1cc(C)c2sc(N(CCN(C)C)C(=O)c3cc(Cl)sc3Cl)nc2c1	-10.5	-0.8	-2.2	-1.2	-4.3	-10.6	-2.4	-1.7	-0.7	-0.8	0.2
CC(C)c1ccc(Nc2nc(NCc3ccco3)nc(N3CCOCC3)n2)cc1	2.5	6.2	-2.6	-1.5	-1.7	11.9*	-2.4	0.0	-1.1	-0.9	-0.8
c1ccc(Cn2nnc3c(N4CCCCCC4)ncnc32)cc1	-0.7	-0.5	-0.1	-2.3	4.8	-3.1	-3.6	-5.6	0.5	-0.3	-1.2
CCCCNC(=O)c1ccc(NC(C)=O)c(Cl)c1	0.9	-0.1	1.2	-1.2	-2.8	-0.5	-0.8	-0.1	2.0	-0.4	-0.5
CN(C)c1ccc(Sc2ccc3nc(N)nc(N)c3c2)cc1	0.5	0.0	-3.0	-1.5	0.0	-0.9	-2.6	-11.1	7.0	-1.9	-5.8

No new results follow: an excerpt of the list.
SMILES	PLCb3 inh	PLCg1 inh	SMARCA2 activ	ssDAF-12 act	Rev-erbA mod	ADAM17 inh	hcDAF12 agonist	hgDAF12 agonist	MBD2 inh	DAX1 inh-1	DAX1 inh-2
c1ccc(Cn2nnc3c(N4CCCCCC4)ncnc32)cc1	-0.7	-0.5	-0.1	-2.3	4.8	-3.1	-3.6	-5.6	0.5	-0.3	-1.2
CCCCNC(=O)c1ccc(NC(C)=O)c(Cl)c1	0.9	-0.1	1.2	-1.2	-2.8	-0.5	-0.8	-0.1	2.0	-0.4	-0.5
CN(C)c1ccc(Sc2ccc3nc(N)nc(N)c3c2)cc1	0.5	0.0	-3.0	-1.5	0.0	-0.9	-2.6	-11.1	7.0	-1.9	-5.8

Further results
SMILES	PLCb3 inh	PLCg1 inh	SMARCA2 activ	ssDAF-12 act	Rev-erbA mod	ADAM17 inh	hcDAF12 agonist	hgDAF12 agonist	MBD2 inh	DAX1 inh-1	DAX1 inh-2
CC1(OC(=O)CCc2ccccc2)C(=O)C=C2C=C(c3ccc(C#N)cc3)N(CCN3CCOCC3)C=C2C1=O (stereo unspecified)	-47.8	-42.0	0.5	-0.5	-0.5	-11.2	0.3	0.9	1.3	-1.2	0.5
CCOC(=O)C(C)n1cnc2scc(-c3ccc(C)c(C)c3)c2c1=O (stereo unspecified)	-4.0	4.7	-0.3	-1.0	-1.5	3.2	1.2	-3.6	2.3	-0.3	-0.6
COc1ccc2nc(NC(=O)CN3CCN(C)CC3)sc2c1	0.2	0.0	1.1	-0.8	-2.0	-0.8	2.1	2.1	0.5	1.5	0.5
Cc1c(C2(O)CCCCC2)[nH]c2ccccc12	-14.5	-8.4	-2.8	-0.3	0.2	-4.9	2.1	-0.1	0.3	·	-0.1
Cc1cc(NC(=O)c2cnn3cccnc23)no1	-5.0	-5.9	7.6	-0.5	5.8	-1.9	3.4	8.9	-5.3	0.4	1.3
COC(=O)c1ccc(-c2cc(C(=O)O)c3cc4c(cc3n2)OCCO4)cc1	-227.8	-195.2	0.0	-1.0	-3.1	-334.5	0.9	-0.4	3.4	0.8	1.0
CC1(C(=O)NCc2ccccc2)CCC(=O)N1CCCn1ccnc1 (stereo unspecified)	0.0	1.9	-2.8	-1.0	4.8	0.1	0.8	-0.7	5.0	·	0.2
O=C(/C=C/c1ccc2c(c1)OCO2)NCCSCc1c(Cl)cccc1Cl	-14.8	-12.9	-0.9	-2.2	2.5	-4.0	-2.4	-0.6	5.7	-0.5	0.0
Cc1cc2c(cc1C)N[C@]1(C[C@H]3CCCC(=O)N4CC[C@@H](C1)[C@@H]34)C(=NC(C)(C)CC(C)(C)C)N2	2.5	2.1	0.9	-1.2	-2.5	4.7	0.5	-0.3	3.0	0.0	1.2
O=C(CSc1nnc(-c2cccs2)n1-c1ccccc1)N1CCOCC1	-3.5	1.6	1.7	-0.9	-5.1	-1.8	0.3	0.1	2.8	-0.6	-0.9
CS(=O)(=O)N(CCc1ccccc1)CC(=O)NCc1ccc2c(c1)OCO2	3.2	5.0	-1.4	-0.9	2.1	0.8	-0.3	-0.2	-2.4	-0.9	-0.2
Cc1noc(C)c1NC(=O)N(C)C[C@H]1Oc2c(NC(=O)NC(C)C)cccc2C(=O)N([C@H](C)CO)C[C@@H]1C	0.8	-3.6	0.8	-0.9	-0.1	-3.8	-0.1	2.8	1.3	1.0	-0.1
O=C(Nc1cc(Oc2ccc(Cl)cc2)cc([N+](=O)[O-])c1)c1ccco1	0.5	0.9	-1.9	-1.0	-0.1	2.3	5.6*	-2.5	-3.6	-0.6	-0.4
Nn1c(SCC(=O)Nc2ccc(N3CCOCC3)cc2)nnc1-c1cccc(F)c1	-8.7	5.4	-0.2	-1.2	-2.4	1.3	0.7	0.2	-3.6	0.8	-0.9
O=C1/C(=C/c2coc3ccc(O)cc3c2=O)SC(=S)N1c1ccccc1	-12.3	-0.3	1.9	-1.1	-3.6	0.6	1.6	-1.9	-5.0	-1.5	0.7
CCC1CCCCN1C(=O)CSc1nc2c(c(=O)n(C)c(=O)n2C)n1C (stereo unspecified)	-1.8	0.7	-3.2	-0.9	-2.8	-1.2	0.0	0.4	-2.4	0.0	0.0
CCCCNc1c(-c2cc3ccccc3o2)nc2nc(C)cc(C)n12	-82.2	-49.3	0.0	-0.6	-7.3	-47.4	4.2	6.1	-4.1	·	2.6
COc1ccc(OCC(=O)N2CCCC(CO)(CCOc3ccccc3)C2)cc1 (stereo unspecified)	2.1	1.8	1.0	-2.0	-1.8	-2.9	-1.0	-4.4	1.3	0.1	-3.7
CCOC(=O)c1cc2c(C(F)(F)F)cc(-c3ccccc3)nc2o1	-2.7	-3.0	-1.7	-0.7	18.6	-2.7	0.4	2.5	-2.1	0.6	0.1
C=CCNC(=S)Nc1ccc(F)cc1F	4.2	-0.2	-0.5	-1.2	-3.8	-0.6	2.2	-2.1	6.7	0.6	0.1
COc1ccccc1N1CCN(C(=O)C(=O)N/N=C/c2ccccc2F)CC1	6.3	2.4	2.3	-0.4	-2.3	-0.1	-2.9	-1.5	-4.1	-0.6	-0.4
O=C(COc1cccc(Cl)c1)NCc1ccccc1	-8.5	-2.0	4.5	0.8	0.5	-1.3	6.7*	10.5*	-0.1	-0.1	-0.1
